PABP1 MLLE inh = inhibitors of microRNA-mediated deadenylation, human PABP1 MLLE binding. P11940. GST-MLLE / FITC-PAM2 fluorescence polarization. inhibition, % at 20 µM. actives 0.36% (n = 360,000); in the data active means inhibition above about 35%, passing the limit was not always enough;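 further: plate controls were DMSO wells with GST-MLLE for no effect and wells lacking GST-MLLE protein for full effect; some results filed as inactive read as strong as hits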
Target sequence (P11940 whole entry, looked up): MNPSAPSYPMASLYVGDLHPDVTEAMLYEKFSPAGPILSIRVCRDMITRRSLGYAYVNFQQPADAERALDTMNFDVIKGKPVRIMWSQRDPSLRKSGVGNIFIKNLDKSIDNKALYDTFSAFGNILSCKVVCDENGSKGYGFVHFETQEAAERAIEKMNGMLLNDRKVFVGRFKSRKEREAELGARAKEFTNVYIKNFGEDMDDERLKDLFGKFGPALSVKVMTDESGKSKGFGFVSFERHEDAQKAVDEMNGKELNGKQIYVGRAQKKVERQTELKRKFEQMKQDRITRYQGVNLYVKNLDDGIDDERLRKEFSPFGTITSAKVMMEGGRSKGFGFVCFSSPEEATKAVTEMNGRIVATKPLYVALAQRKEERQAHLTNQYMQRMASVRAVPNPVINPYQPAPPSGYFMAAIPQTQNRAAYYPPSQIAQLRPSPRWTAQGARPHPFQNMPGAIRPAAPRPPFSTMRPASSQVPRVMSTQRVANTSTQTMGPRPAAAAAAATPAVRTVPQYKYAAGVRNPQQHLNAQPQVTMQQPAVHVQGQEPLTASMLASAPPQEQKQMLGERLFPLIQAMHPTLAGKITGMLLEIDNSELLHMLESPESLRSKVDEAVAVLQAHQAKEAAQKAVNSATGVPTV
DNMT1 block = blocks human DNA methyltransferase DNMT1; DNMT1 molecular beacon, Hinp1I cleavage, fluorescence; inhibition (reported as % activation of signal), % at 10 µM; actives 0.83% (n = 360,000); in the data active means inhibition above about 50%
STEP inh = inhibitors of human striatal-enriched phosphatase STEP; P54829; recombinant STEP, OMFP fluorogenic substrate, fluorescence; inhibition, % at 20 µM; actives 0.25% (n = 360,000); AID 588621;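 active means inhibition at 20 µM, scaled per plate between control wells, above about 37%, limit read from the data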;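 further: 0% = DMSO with enzyme and substrate and 100% = substrate only without enzyme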
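System: STEP (striatal-enriched tyrosine phosphatase) enzyme, cell-free; medium: Bis-Tris pH 6.0 buffer with DTT, detergent; dosing: 20 µM, 1% DMSO; times: reaction 20 min, ambient temperature; detection: fluorescence, 480/540 nm; read-out basis: normalized % inhibition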
CSN deneddyl inh = inhibitors of human CSN-mediated cullin deneddylation; Purified CSN, SCF-Nedd8-OG deneddylation, fluorescence polarization; inhibition, % at 12.5 µM; actives 0.38% (n = 360,000); AID 651999;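 active means pattern-corrected inhibition above about 35%, with an unprinted fluorescence ratio check between 0.5 and 1.5, limit read from the data, passing the limit was not always enough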;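 further: 0% = enzyme with substrate and 100% = substrate without enzyme; some results filed as inactive read as strong as hits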
Target sequence (Q92905 whole entry, looked up, one chain of several): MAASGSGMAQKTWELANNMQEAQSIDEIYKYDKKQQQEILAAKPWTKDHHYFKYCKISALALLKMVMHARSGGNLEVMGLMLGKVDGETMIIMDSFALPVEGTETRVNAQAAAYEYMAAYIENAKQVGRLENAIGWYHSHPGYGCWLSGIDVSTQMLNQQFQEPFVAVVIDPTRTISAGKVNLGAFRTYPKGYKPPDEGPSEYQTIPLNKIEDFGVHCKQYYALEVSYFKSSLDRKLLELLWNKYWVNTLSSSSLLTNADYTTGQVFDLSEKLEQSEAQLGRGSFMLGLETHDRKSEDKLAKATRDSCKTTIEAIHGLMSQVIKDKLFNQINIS
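Test system: purified human Csn5 enzyme expressed in HEK293T cells. Amount: 0.24 nM enzyme. Reagent: SCFSkp2-Nedd8OG substrate at 10 nM final. Schedule: 90 min incubation of compound, enzyme and substrate at room temperature. Detection: fluorescence polarization. Read-out: % inhibition of substrate cleavage by Csn5.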
Rpn11 inh = Rpn11 (human) deubiquitinase inhibition | O00487 | human 26S proteasome, Ub4-pepOG fluorescence polarization; 20S core pre-blocked with epoxomicin | calls only at 20 µM | actives 0.59% (n = 360,000) | AID 588493;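 active means inhibition at 20 µM, scaled to each plate's controls, above about 33%, limit read from the data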
SUMO1 PPI mod = alters human SUMO1 binding to SIM partners; SUMO1 binding to a labelled peptide, TR-FRET, 1 h; P63165; actives 0.33% (n = 360,000); inhibition, % at 20 µM; in the data active means inhibition above about 37%
LMPTP block = blocks human LMPTP phosphatase | P24666 | recombinant LMPTP-A, OMFP fluorogenic substrate, fluorescence intensity | inhibition, % at 20 µM | actives 0.22% (n = 360,000);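 active means compounds that cut the enzyme signal by at least half of the control window in the single-dose screen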;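 further: plate controls were DMSO wells with enzyme plus substrate for no effect and substrate without enzyme for full effect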
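Test system: LMPTP-A, protein tyrosine phosphatase of low molecular weight; Input: 0.625 nM enzyme; Incubation: 50 min dark incubation at room temperature; Signal: endpoint fluorescence intensity from OMFP dephosphorylation; Read-out basis: % inhibition versus control wells.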
Tb MetRS inh = blocks T. brucei methionyl-tRNA synthetase activity. purified T. brucei MetRS, ATP depletion, Kinase-Glo luminescence. inhibition, % at 11.9 µM. actives 0.4% (n = 360,000). AID 624268;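 active means inhibition above a per-plate cutoff of the control wells' mean inhibition plus 3 SD, cut at about 5.5% in these data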;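 further: 0% = DMSO wells median and 100% = median of wells with control inhibitor compound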
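Assay system: T. brucei methionyl-tRNA synthetase, purified | Medium: HEPES buffer with MgCl2, KCl, DTT, spermine, BSA, pyrophosphatase | Compound: 11.9 µM single point | Incubation: 15 min enzyme-compound preincubation, 2 h reaction, 10 min detection, 25 °C | Measured by: Kinase-Glo luciferase luminescence reporting remaining unconsumed ATP | Measure: % inhibition normalized to control-well medians | Replication: Singlicate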
Scp1 inh = Scp-1 (human) phosphatase inhibition; Q9GZU7; Recombinant Scp1, phosphopeptide, malachite green phosphate absorbance; inhibition, % at 20 µM; actives 0.88% (n = 340,000); AID 493091;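 active means inhibition above about 50% at 20 µM, limit read from the data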;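 further: plate controls were DMSO wells with enzyme for no effect and wells lacking enzyme for full effect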
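System: truncated SCP-1 phosphatase (76-261aa); medium: Tris acetate buffer pH 5.5 with MgCl2 and Tween-20; incubation: 45 min room-temperature reaction, 5 min colour, 30 min stabiliser; compound: single 20 µM dose, 1% DMSO; reagent: Phosphorylated 17-residue peptide substrate; read-out: % inhibition at 20 µM; technique: colorimetric free-phosphate detection, absorbance 630 nm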
NadD block = NadD (S. aureus) enzyme inhibition; purified NadD enzyme, colorimetric absorbance read-out; inhibition, % at 20 µM; actives 0.78% (n = 360,000); AID 602399; in the data active means inhibition above about 26%; further: some compounds past the cut are filed as inactive
An asterisk follows results filed as active; i = inactive; x = no result given. Outcome played no part in choosing rows; 3.6% or so of the library scored in one or more.

SMILES | PABP1 MLLE inh | DNMT1 block | STEP inh | CSN deneddyl inh | Rpn11 inh | SUMO1 PPI mod | LMPTP block | Tb MetRS inh | Scp1 inh | NadD block
CCC(C(=O)Nc1cc(C)nn1-c1nc(C)cc(C)n1)c1ccccc1 (stereo not drawn) | 7 | -3 | 3 | 0 | i | 4 | -2.5 | -0.3 | -2 | 18
CCO[C@@H]1OC(C(=O)NCc2ccccc2)=C[C@H](C)[C@H]1CCCO | -2 | 4 | -1 | 0 | i | 2 | -0.5 | 0.8 | 0 | -1
COc1ccc(C(C(=O)NC2CCCC2)N(C(=O)c2snc(-c3ccc(F)cc3)c2N)c2ccccc2)cc1 (stereo not drawn) | -6 | 58* | -1 | -3 | i | 2 | -3.9 | -0.4 | -2 | 17
CCOc1ccc(N(C)S(=O)(=O)c2c[nH]c(C(=O)OC)c2)cc1 | 6 | 0 | -4 | 0 | i | -1 | -0.1 | -0.4 | -8 | -1
Cc1cccc(C2CC(c3ccccc3)Nc3ncnn32)c1 (stereo not drawn) | 5 | 3 | 4 | -3 | i | 9 | -2.1 | -0.6 | 2 | -2
O=C(Cn1nnc(-c2ccccc2NC(=O)C2CC2)n1)NC1CCCCC1 | 3 | 2 | 2 | 1 | i | 3 | -1.6 | -1.3 | 8 | -2
CC(=O)C1C(c2cccc(Oc3ccccc3)c2)NC(=O)NC1(O)C(F)(F)F (stereo not drawn) | -12 | 2 | -2 | 4 | i | 3 | -1.0 | 0.3 | -5 | -8
CC(OC(=O)c1cc2c(ccc3ccccc32)oc1=O)c1nc2ccccc2s1 (stereo not drawn) | 6 | 4 | 5 | -3 | i | -11 | 3.0 | 0.1 | -8 | 10
CCN(CC)CCNC(=O)c1c(C)n(-c2ccccc2)c2cc(Br)c(OC)cc12 | -9 | -7 | 5 | -3 | i | 0 | -4.0 | -1.1 | -1 | -9
COc1ccc(C(=O)C2CCCN(Cc3ccc4nonc4c3)C2)cc1OC (stereo not drawn) | -3 | -1 | -1 | -1 | i | -26 | -0.2 | 0.1 | -10 | -6
Nc1c(C(=O)N2CCCCC2)sc(=S)n1-c1ccccc1 | 37 | -3 | 5 | 8 | i | -10 | 3.3 | 0.4 | -4 | 3
O=C(Nc1cccc(F)c1)NC1CC2CCCC(C1)N2C1CC1 (stereo not drawn) | -13 | 0 | -2 | 2 | i | -2 | -0.6 | 0.2 | 1 | -3
Nc1nc2ccc(OC(F)(F)F)cc2s1 | 5 | -3 | -2 | -6 | i | -5 | 0.6 | -0.3 | -12 | 5
S=C(NCc1ccncc1)Nc1ccc(Br)cc1Cl | 25 | -1 | -1 | -2 | i | 4 | -0.8 | 0.2 | -5 | -2
O=C(CC1CCCC1)N1CCN(S(=O)(=O)c2ccccc2)CC1 | 7 | 0 | i | 2 | i | 3 | -1.8 | -0.3 | -3 | 4
COc1ccc(OC)c(NC(=O)C2CCCN(S(=O)(=O)c3cccc4nsnc34)C2)c1 (stereo not drawn) | 0 | -9 | 1 | -2 | i | -23 | 0.1 | -0.7 | 0 | -4
COc1ccc(N(C)S(=O)(=O)c2cccc(C(=O)OCC(=O)Nc3cc(C)ccc3OC)c2)cc1 | -8 | 1 | 0 | -3 | i | 3 | 2.7 | -0.2 | x | 0
Cc1ccc(-c2csc3ncnc(Oc4ccc5c(C)cc(=O)oc5c4)c23)cc1 | 1 | -5 | 5 | -5 | i | -4 | 2.0 | -0.4 | -5 | 7
CC(/C=C/c1ccco1)=N\NC(=O)c1cccnc1 | 7 | -6 | -2 | 6 | i | -6 | 0.1 | -1.7 | 55* | 6
CCOc1ccc(NC(=O)C(C)N2C(=O)c3ccccc3S2(=O)=O)cc1 (stereo not drawn) | 19 | 1 | 0 | 0 | i | -2 | -0.5 | -0.3 | -4 | -3
O=C(Nc1ccc(Cl)cc1)N(Cc1nc2ccccc2c(=O)[nH]1)Cc1cccs1 | 0 | -7 | 1 | -8 | i | -2 | 1.3 | 9.8* | -6 | -1
CC(=O)c1cccc(NC(=O)NCCc2ccc(Cl)cc2)c1 | -1 | 4 | -1 | 2 | i | -1 | 0.1 | 0.0 | -2 | -9
Cc1ccc2cc(/C=C(\C#N)C(N)=O)c(N3CCCCC3)nc2c1 | -31 | -8 | 1 | 5 | i | -23 | 0.4 | -0.3 | -2 | 3
CN(Cc1ccccc1)CC(O)COc1ccc(CNCCc2ccncc2)cc1 (stereo not drawn) | -16 | -1 | 1 | 4 | i | -2 | 17 | -0.7 | -12 | -8
FC(F)(F)c1ccccc1NC(=S)NC1CCN(Cc2ccccc2)CC1 | 30 | 0 | 0 | 9 | i | 2 | -0.1 | 0.3 | 2 | -3

Copied from the list.
DNMT1 block result of CC(=O)c1cccc(NC(=O)NCCc2ccc(Cl)cc2)c1 → 4
LMPTP block result of CCN(CC)CCNC(=O)c1c(C)n(-c2ccccc2)c2cc(Br)c(OC)cc12 → -4.0

Returning to the listing with the 5 entries that preceded the break.
SMILES | PABP1 MLLE inh | DNMT1 block | STEP inh | CSN deneddyl inh | Rpn11 inh | SUMO1 PPI mod | LMPTP block | Tb MetRS inh | Scp1 inh | NadD block
O=C(Nc1ccc(Cl)cc1)N(Cc1nc2ccccc2c(=O)[nH]1)Cc1cccs1 | 0 | -7 | 1 | -8 | i | -2 | 1.3 | 9.8* | -6 | -1
CC(=O)c1cccc(NC(=O)NCCc2ccc(Cl)cc2)c1 | -1 | 4 | -1 | 2 | i | -1 | 0.1 | 0.0 | -2 | -9
Cc1ccc2cc(/C=C(\C#N)C(N)=O)c(N3CCCCC3)nc2c1 | -31 | -8 | 1 | 5 | i | -23 | 0.4 | -0.3 | -2 | 3
CN(Cc1ccccc1)CC(O)COc1ccc(CNCCc2ccncc2)cc1 (stereo not drawn) | -16 | -1 | 1 | 4 | i | -2 | 17 | -0.7 | -12 | -8
FC(F)(F)c1ccccc1NC(=S)NC1CCN(Cc2ccccc2)CC1 | 30 | 0 | 0 | 9 | i | 2 | -0.1 | 0.3 | 2 | -3
CCc1ccc(N2CC(C(=O)N/N=C/c3cc([N+](=O)[O-])ccc3O)CC2=O)cc1 (stereo not drawn) | -9 | 0 | 2 | 0 | i | -11 | -0.1 | -0.4 | 3 | 8
COc1ccc(C(NC(=O)CNC(C)=O)C(=O)Nc2ccc(C(C)C)cc2)cc1 (stereo not drawn) | 3 | 2 | 0 | 0 | i | 0 | -0.9 | -0.3 | -4 | 2
CC1Cc2ccccc2N1S(=O)(=O)c1cnc(Cl)c(Cl)c1 (stereo not drawn) | -3 | 11 | 3 | -4 | i | 2 | 0.4 | -0.5 | -20 | -6
O=C(O)CSCC(=O)Nc1ccc(C(=O)O)cc1 | 11 | 3 | 0 | 3 | i | 1 | -1.5 | -0.8 | -8 | 7
CN(C)CCN(C(=O)/C=C/c1cccs1)c1nc2ccc(Br)cc2s1 | -1 | 3 | 3 | 1 | i | -1 | 4.4 | 0.3 | 0 | 2
Cc1cc(C)c2c(N=NN3CCOCC3)[nH]nc2n1 | 19 | 10 | -4 | -10 | i | -2 | 1.5 | 0.0 | -6 | 0
C=CCc1cccc2cc(C(=O)NC)c(=O)oc12 | 5 | 1 | 0 | 8 | i | -18 | -1.4 | -0.7 | -10 | 1
Cc1ccc(NC(=O)COC(=O)CN2C(=O)c3ccccc3C2=O)cc1 | 4 | 7 | 2 | -7 | i | -17 | -0.9 | -0.3 | -1 | -4
O=C(Cc1cc(=O)[nH][nH]1)N/N=C/c1cccc2ccccc12 | -6 | -9 | -2 | 2 | i | -6 | 1.1 | 0.0 | -6 | 7
Cc1ccc(S(=O)(=O)N/N=C/c2c(F)cccc2Cl)cc1 | -50 | -1 | -3 | 4 | i | 0 | -0.4 | -0.6 | -7 | 1
O=C(CC1(CC(=O)N2CCOCC2)CCCC1)Nc1ccccc1 | -1 | 2 | -4 | -2 | i | 3 | -0.5 | -0.2 | 1 | -1
C/C(=N\NC(=O)c1cccc(N/N=C(\C)c2ccco2)c1)c1ccco1 | -19 | 4 | 2 | 18 | i | 23 | 7.5 | -0.7 | 61* | 38*
CCC1CCCCN1C(=O)C1CC(c2cc(Cl)c(OC)cc2OC)=NO1 (stereo not drawn) | 8 | 3 | -1 | 4 | i | -7 | 1.4 | 0.1 | 10 | -1
C=CCc1ccc(OCC(O)CN2CCN(Cc3ccccc3)CC2)c(OC)c1 (stereo not drawn) | 5 | -2 | -2 | 6 | i | 1 | -0.9 | -0.6 | 5 | -1
CCN(C(=O)Cc1nc(N)n[nH]1)C1(C(=O)Nc2ccccc2)CCCCC1 | 3 | 1 | 1 | 6 | i | 1 | -1.1 | -1.0 | 1 | -2
C=CC[C@H](CC(=O)NCCO)C(=O)N[C@H](COC(=O)[C@@H](CC=C)Cc1ccc(F)cc1)c1ccccc1 | -2 | 4 | -1 | -2 | i | 1 | 0.5 | -0.3 | -6 | -6
CC(NS(=O)(=O)c1cccc(Cl)c1F)[C@H](O)c1ccccc1 (stereo partly drawn) | 0 | -1 | -2 | 3 | i | 9 | -0.8 | -0.9 | x | -3
O=C(NNC(=O)c1cccc(-n2cnnn2)c1)c1ccccc1 | -3 | 1 | -4 | -5 | i | 1 | -2.4 | -0.6 | -2 | -12
O=S(=O)(c1ccccc1C(F)(F)F)N1CCOCC1 | -12 | 2 | 1 | -6 | i | -1 | -1.3 | -0.7 | -2 | 11
CCOC(=O)c1cc2sc(C)cc2n1CC(=O)N1CCOCC1 | 6 | 0 | 2 | -1 | i | 1 | -0.4 | 0.7 | -11 | 3
Cc1ccc(O)c(NC(=O)COc2cc(C)ccc2C)c1 | 1 | 17 | 1 | 2 | i | 4 | -1.7 | -0.1 | -4 | 1

Compound activity as filed in PubChem.
